# KCNQ2 block – KCNQ2 channel blockers in CHO-K1 cells – cell-based, FluxOR thallium flux, B-score, primary screen (AID 2156). 1.1% of 310,000 active. 20 min; active compounds read low. B-score at 10 µM. O88943;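 active = fluorescence ratio B-score at most minus 3 library SDs, with starting brightness B-score within 2 library SDs, cut at about -5.5 in these data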
# Kir21 inh – blocks the mouse Kir2.1 inward-rectifier potassium channel; P35561; AID 1672; 0.85% of 310,000 active; HEK293-Kir2.1, FluxOR thallium flux fluorescence; active compounds read low; B-score at 10 µM;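 active = fluorescence ratio B-score at or below minus 3 SD of library scores, with starting-brightness B-score within 2 SD, cut at about -4.2 in these data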;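 note: channel flux triggered by added potassium and thallium sulfate stimulus; B-score of peak minus minimum fluorescence over baseline after thallium stimulus; more negative B-score means stronger Kir2.1 block with less thallium influx; some compounds called inactive have numbers as strong as hits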
# Target sequence (P35561 whole entry, looked up): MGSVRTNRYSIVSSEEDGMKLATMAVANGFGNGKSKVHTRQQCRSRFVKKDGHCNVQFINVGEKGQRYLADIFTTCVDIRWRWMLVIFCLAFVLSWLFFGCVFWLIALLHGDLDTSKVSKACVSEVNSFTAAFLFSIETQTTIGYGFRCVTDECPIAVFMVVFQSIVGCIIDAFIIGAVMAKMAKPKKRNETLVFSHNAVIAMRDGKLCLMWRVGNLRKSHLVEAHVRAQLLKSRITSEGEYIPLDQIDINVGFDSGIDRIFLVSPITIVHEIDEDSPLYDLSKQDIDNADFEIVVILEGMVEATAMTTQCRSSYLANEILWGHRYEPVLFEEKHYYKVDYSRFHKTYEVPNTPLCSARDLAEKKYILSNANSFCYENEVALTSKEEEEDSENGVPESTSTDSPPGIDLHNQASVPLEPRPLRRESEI
# An asterisk follows results filed as active; i = inactive.
SMILES	KCNQ2 block	Kir21 inh
Cc1ccc(S(=O)(=O)N(CC(O)CN2C(=O)NC(C)(C)C2=O)c2cccc([N+](=O)[O-])c2)cc1 (stereo unspecified)	i	0
COc1cc(OC)cc(C(=O)Nc2ccc(S(=O)(=O)N(C)C)cc2)c1	i	-0.04
COc1ccc(Oc2ncnc3c2oc2ccc(Br)cc23)cc1	i	0.48
CCOCc1c(C(=O)Nc2ccc(OC)nc2)oc2ccccc12	i	0.27
CN(C)c1nc(OCC(=O)NC(C)(C)C)nc(N(C)C)n1	i	-1.23
Cc1ccc(C(C)C)c(OCCNC(=S)Nc2cccc3ccccc23)c1	-6.66*	-0.84
CCCOc1cccc(C2C(C(=O)c3ccco3)=C(O)C(=O)N2c2nnc(C)s2)c1 (stereo unspecified)	i	-3.47
CC(=O)c1cccc(OCC(O)CNCCc2ccc(Cl)cc2)c1 (stereo unspecified)	i	-3.55

# Remaining list, next part:
SMILES	KCNQ2 block	Kir21 inh
O=C(N/N=C/c1ccc([N+](=O)[O-])o1)c1cn(-c2ccccc2)nc1-c1ccc(F)cc1	i	-0.58
CC(C)(C)OC(=O)N1CCN(C(=O)Cn2cc(CCO)nn2)CC1	i	0.96
O=c1[nH]c2ccccc2n2c(=S)[nH]nc12	i	-0.25
O=C(/C=C/c1ccccc1)Nc1sc2c(c1C(=O)O)CCC2	i	1.58
CCN(CC)CC(C)CNC(=O)CN1C(=O)CSc2ccc(S(=O)(=O)N3CCOCC3)cc21 (stereo unspecified)	i	-0.47
Cc1c(N)cc(C(=O)N2CCOCC2)cc1[N+](=O)[O-]	i	1.97
COc1ccc(/C=N/NC(=O)c2nc(-c3ccccc3)n(-c3ccccc3)n2)cc1OC	i	0.11
Cc1ccc2c(c1)C(=O)C(=O)N2CC(=O)OC(C)C	i	-0.86

# (next part)
SMILES	KCNQ2 block	Kir21 inh
CSc1ccc(-c2nc(CN(C)C3CCOC3)c(C)o2)cc1 (stereo unspecified)	i	1.89
CCCCN(C)CCCNC(=O)CCn1nc(-c2ccccc2)ccc1=O	i	-4.09
CC1(C)CC[C@]2(CO)[C@@H](O)C[C@]3(C)C(=CCC4[C@@]5(C)CC[C@H](O)C(C)(C)C5CC[C@]43C)[C@@H]2C1 (stereo partly specified)	i	0.6
CCc1ccc(NC(=O)CSc2nc(=O)n(CCCN(C)C)c3c2CCC3)cc1	i	-0.05
N#Cc1c(N)n(Cc2ccccc2)c(=O)c2cc([N+](=O)[O-])ccc12	i	-0.05
CCN1C(=O)N(CC)c2cccc3cccc1c23	i	-0.01
COc1ccc(N2C(=O)/C(=C\c3ccco3)N=C2SCC(N)=O)cc1Cl	i	0.68
CC(=O)C1=C(O)C(=O)N(c2nccs2)C1c1ccccc1F (stereo unspecified)	i	0.32

# Continuation.
SMILES	KCNQ2 block	Kir21 inh
CC(=O)CSc1cc(-c2ccccc2)nc2ncnn12	i	-1.32
CN(C)C(=O)c1cc(C(=O)c2ccccc2F)c[nH]1	i	0.27
O=C1C2C3C=CC(C2C(=O)N1CCO)C1C(=O)N(CCO)C(=O)C31 (stereo unspecified)	i	-0.61
Cc1cccc(/C=C/C(=O)c2ccc(NC3=NCCCS3)cc2)c1	i	-0.01
O=C1N=C2SCCN2/C1=C\c1c(Cl)cccc1Cl	i	-0.06
CCN(CC)c1ccc(NC(=O)CCc2nnc3ccc(N4CCCC4)nn23)c(C)c1	i	-0.72
CC(Nc1cccc2ccccc12)C(=O)N/N=C/c1ccccn1 (stereo unspecified)	i	0.1
COc1ccc(NC(=O)CN(C)CC(=O)Nc2cccc(F)c2)cc1Cl	i	0.13

# Remaining list, next part.
SMILES	KCNQ2 block	Kir21 inh
CCc1cc(CC)c(/C=N/NC(N)=O)c(CC)c1	i	-7.26*
CC(=O)c1ccc(OCCOc2ccc(C#N)cc2)cc1	i	0.23
Cn1nccc1C(=O)OCC(=O)Nc1nc(-c2ccccc2)cs1	i	-0.88
COc1ccc(NC(=O)CSc2nncn2C)cc1	i	0.5
COCC(C)NC(=O)c1cc2cc(OC)ccc2[nH]1 (stereo unspecified)	i	0.14
N#C/C(=C\c1ccc(F)cc1F)S(=O)(=O)c1ccccn1	i	1.07
S=C(Nc1ccc(Cl)cc1)c1nc2ccccc2[nH]1	i	0.53
S=c1[nH]ncn1/N=C/c1ccc(Br)cc1	i	0

# Next results:
SMILES	KCNQ2 block	Kir21 inh
COc1cc(OC)cc(C(=O)NCC(=O)OCC(=O)/C=C2/N(C)c3ccccc3C2(C)C)c1	i	-0.33
Cc1ccc(-n2nc(-c3cccs3)cc2C(=O)NCC2CCCO2)c(C)c1 (stereo unspecified)	i	0.01
CC(C)N(CC#CCC(O)(c1ccccc1)c1ccccc1)CCO	i	0.13
CC1=CC(=Nc2c(C)n(C)n(-c3ccccc3)c2=O)C=CC1=O	i	1.86
COc1ccc(COc2cc(-c3cccc(OC)c3)nc3ccc(N)cc23)cc1	i	-0.83
O=C(CN(C(=O)CNC(=O)c1cccs1)c1ccccc1F)NC1CCCC1	i	1.31
Clc1ccc(CN2CCN(/N=C/c3ccco3)CC2)cc1	i	-0.66
CCC(C)C(NC(=O)c1ccc(Cl)cc1)C(=O)Nc1cccnc1 (stereo unspecified)	i	-1.27

# Further compounds.
SMILES	KCNQ2 block	Kir21 inh
Brc1ccc(-c2ncc3ccccn23)cc1	i	-0.92
CN(CCc1ccccn1)C(=O)c1nn2c(C(F)(F)F)cc(-c3ccco3)nc2c1Cl	i	-0.83
Cc1ccc(C(=O)N(CC(=O)Nc2ccc(Cl)c(Cl)c2)Cc2ccco2)cc1	i	-0.54
CC(OCC(O)CN(C)CCOc1ccccc1)c1ccc(Cl)cc1 (stereo unspecified)	i	-5*
CN(C)c1nc(NCc2ccccc2)nc(Oc2ccc(=O)[nH]n2)n1	i	-0.07
CC1(C)CC2CC(C)(CN2S(=O)(=O)c2cccc(N)c2)C1 (stereo unspecified)	i	1.23
O=C(O)c1cc2c(cn1)[nH]c1ccccc12	i	0.34
Cc1ccc(C(C(=O)NC2CCCCC2)N(Cc2ccco2)C(=O)Cn2cnc3ccccc32)cc1 (stereo unspecified)	i	-0.91

# Going on with the list.
SMILES	KCNQ2 block	Kir21 inh
O=C(NCCc1ccncc1)c1ccc2nc(Cc3cccc(Cl)c3)oc2c1	i	-1.47
N#C/C(=C/N1CCOCC1)c1ccccc1	i	-0.72
COc1ccc(C(CC(=O)N2CCCC2)c2c(O)cc(OC)cc2OC)cc1 (stereo unspecified)	i	0.56
Cc1ccc(S(=O)(=O)N2CC[C@@H]2C(=O)O)cc1	i	1.24
Cc1cccc(C(=O)N2CCC(=O)N(C(COCc3cccc(C(F)(F)F)c3)Cc3ccccc3)CC2)c1 (stereo unspecified)	i	0.33
CC(C)(C)c1ccc(NS(=O)(=O)c2ccc(N)cc2)cc1	i	0.46
O=C(Cc1ccc(Cl)cc1)NCCc1c[nH]c2ccccc12	i	0.01
COC(=O)c1ccc(NC(=O)C(=O)N2CCN(C(=S)Nc3cccc(OC)c3)CC2)cc1	i	-0.93

# Remaining list, next part.
SMILES	KCNQ2 block	Kir21 inh
Cc1cc(N2C(=O)C=CC2=O)c([N+](=O)[O-])cc1C	i	0.25
N#Cc1nc(-c2ccc(OCc3ccccc3)cc2)oc1NCCCN1CCOCC1	i	-0.64
O=C(c1cccc(Br)c1)N1CCCC1	i	0.09
Cc1c(Cl)cccc1NC(=O)CN1CCN(CCN=CC2=C(O)CC(c3ccccc3)CC2=O)CC1 (stereo unspecified)	i	-1.06
O=C(O)CCN=CC1=C(O)CC(c2ccccc2)CC1=O (stereo unspecified)	i	0.01
Cc1ccccc1NC(=O)CSc1nc(-c2ccccc2)cc(=O)[nH]1	i	-2.31
O=C(CSc1ncn[nH]1)N(C1CCCCC1)C1CCCCC1	i	-1.69
CC(C)CC(NC(=O)CNC(=O)C1O[C@@H]2OC(C)(C)O[C@@H]2[C@H]2OC(C)(C)O[C@@H]12)C(=O)O (stereo partly specified)	i	-0.22

# Reformatted: results already given.
KCNQ2 block | Kir21 inh | molecule
i | 0.25 | Cc1cc(N2C(=O)C=CC2=O)c([N+](=O)[O-])cc1C
i | 0.01 | O=C(O)CCN=CC1=C(O)CC(c2ccccc2)CC1=O (stereo unspecified)
i | 0.09 | O=C(c1cccc(Br)c1)N1CCCC1
i | -2.31 | Cc1ccccc1NC(=O)CSc1nc(-c2ccccc2)cc(=O)[nH]1

# The list continues.
SMILES	KCNQ2 block	Kir21 inh
COCCC(=O)N1CCCC(C(=O)c2ccc(C(F)(F)F)cc2)C1 (stereo unspecified)	i	-0.47
Cc1ccc(NC(=O)Nc2ccc(Cl)c(Cl)c2)nc1	i	-0.33
CCn1nc(C)c(CN2CCc3c([nH]c4ccccc34)C2C(C)(C)C)c1C (stereo unspecified)	i	-1.53
CC(=O)c1ccc(S(=O)(=O)NC2CCSc3ccccc32)cc1 (stereo unspecified)	i	-1.15
CC(C)CCn1cnc2c1c(=O)[nH]c(=O)n2Cc1ccccc1	i	-0.04
O=C(COC(=O)c1ccccc1-n1cnnn1)c1ccccc1	i	0.5
CCCN1CCC(=NNc2ccc(S(N)(=O)=O)cc2[N+](=O)[O-])CC1	i	1.09
COc1ccc(-c2ccc(SCC(=O)Nc3cc(C)on3)nn2)cc1OC	i	-0.15

# Following part
SMILES	KCNQ2 block	Kir21 inh
CCOc1ccc(N2C(=O)CC(N3CC(C)OC(C)C3)C2=O)cc1 (stereo unspecified)	i	0.34
CCN1CCN(CC(=O)N2N=CCC2c2ccccc2)CC1 (stereo unspecified)	i	0.98
Brc1ccc(CNc2ccc3ncccc3c2)cc1	i	-0.14
COc1ccccc1/C=N/NC(=O)CNC(=O)c1ccccc1	i	1.28
CCN1CCN(CCNC(=O)c2ccc(/C=C3/Sc4ccccc4N(Cc4cccc(Cl)c4)C3=O)cc2)CC1	i	-5.14*
CCCCOC(=O)c1ccc(NC(=O)C(=O)NCc2ccco2)cc1	i	-0.27
O=C1NC(c2cccc(Br)c2)=N/C1=C\c1ccco1	i	-0.88
CCOc1ccccc1NC(=O)NC1CCCc2ccccc21 (stereo unspecified)	i	0.74

# Compounds shown so far that contain a cyano group, in the order listed:
SMILES	KCNQ2 block	Kir21 inh
N#Cc1c(N)n(Cc2ccccc2)c(=O)c2cc([N+](=O)[O-])ccc12	i	-0.05
CC(=O)c1ccc(OCCOc2ccc(C#N)cc2)cc1	i	0.23
N#C/C(=C\c1ccc(F)cc1F)S(=O)(=O)c1ccccn1	i	1.07
N#C/C(=C/N1CCOCC1)c1ccccc1	i	-0.72
N#Cc1nc(-c2ccc(OCc3ccccc3)cc2)oc1NCCCN1CCOCC1	i	-0.64

# New compounds follow
SMILES	KCNQ2 block	Kir21 inh
O=C(Nc1cccc(F)c1)C1CCN(C(=O)c2ccc(Br)cc2)CC1	i	-0.02
CCOC(=O)C1CCN(C(=O)c2ccc(OC3CCN(C(=O)CCOC)CC3)cc2)CC1	i	-0.02
CC(C)N(c1ccccc1)c1ccc(NC(=O)CCl)cc1	i	-0.49
Cc1oncc1C(=O)NC(C)C	i	0.91
COc1ccc(-c2csc(NC(=O)CN3C(=O)C4CC=CCC4C3=O)n2)cc1OC (stereo unspecified)	i	1.89
Cc1ccc(NC(=O)c2cc(N3C(=O)C4CC=CCC4C3=O)ccc2N2CCOCC2)cc1Cl (stereo unspecified)	i	0.03
CC(CNS(=O)(=O)c1cc(Cl)ccc1Cl)CN(C)C (stereo unspecified)	i	-0.06
CCCc1nnc(NC(=O)c2cc3ccccc3oc2=O)s1	i	-1.55

# (further entries)
SMILES	KCNQ2 block	Kir21 inh
COc1ccc(/C=C2/CC/C(=C\c3ccc(OC)c(OC)c3OC)C2=O)c(OC)c1OC	i	-0.9
CC(=O)Nc1sc(N)nc1-c1ccccc1	i	0.05
CCC(CC)c1nc(NCCC(=O)O)c2ccccc2n1	i	-1.11
Cc1cc(C(=O)NCc2ccco2)cs1	i	2.61
O=C(NNC(=O)C12CC3CC(CC(Cl)(C3)C1)C2)c1csc(N2CCOCC2)n1	i	-1.18
NC(N)=N/N=C/c1ccc2cccc(OCc3ccccc3)c2n1	i	-5.26*
COc1ccccc1CNC(=O)COC(=O)C1CCN(S(=O)(=O)c2ccc(C)c(C)c2)CC1	i	1.13
O=CN1CCN(C(=S)NC(=O)c2ccc(Cl)cc2)CC1	i	-1.02

# Further compounds follow:
SMILES	KCNQ2 block	Kir21 inh
O=c1[nH]c(C2CCCN(S(=O)(=O)c3ccccc3Cl)C2)nc2c1nnn2Cc1ccc2c(c1)OCCO2 (stereo unspecified)	i	0.36
CC1=C(C(=O)N(C)C)C(c2ccc(N3CCOCC3)cc2)NC(=O)N1 (stereo unspecified)	i	0
O=C(CCn1cccn1)Nc1ccc(-c2ccno2)cc1	i	0.98
CCO[C@H]1OC(C(=O)NC2CC2)=C[C@@H](C2CCCCC2)[C@@H]1CCCO	i	-0.01
O=C(CNC1CCCCC1)Nc1ccc([N+](=O)[O-])cc1C(=O)Nc1ccccc1F	i	0.26
CC(/C=C/c1ccccc1)=N/NC(=O)CCC(=O)Nc1ccccc1C	i	1.68
Cc1ccc(Cn2c(=N)c(C(=O)NCc3ccco3)cc3c(=O)n4ccccc4nc32)cc1	i	0.89
O=C(O)COc1ccc(NC(=O)c2ccc3c(c2)C(=O)N(Cc2ccccc2)C3=O)cc1	i	2.03

# Following part.
SMILES	KCNQ2 block	Kir21 inh
COc1ccccc1CN1CC(C(=O)NCCn2nc(C)cc2C)CCC1=O (stereo unspecified)	i	-1.02
COc1ccc(/C=N/NC(=O)c2cc(=O)[nH]c3ccccc23)cc1OC	i	1.79
Cc1ccc(Sc2cc(NCCCO)c([N+](=O)[O-])c3nonc23)cc1	i	-0.71
O=C(NC(=S)Nc1ccccc1N1CCCC1)c1ccc(-c2cccc([N+](=O)[O-])c2)o1	i	0.47
O=C(CSc1nnc(CNC(=O)c2cccs2)o1)Nc1cccc(F)c1	i	-0.02
Cc1ccc(SCC(=O)Nc2ccc(C(=O)Nc3ccc(O)cc3)cc2)cc1	i	0.03
